H9c2 TAG inh = inhibitors of triacylglycerol accumulation, primary screen, cell-based, uHTS, fluorescence, H9c2 | H9c2 cells, Nile Red lipid (TAG) fluorescence; cells loaded with 200 µM oleic acid | inhibition, % at 12.5 µM | 230,000 compounds, 0.66% hits;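 active = pattern-corrected inhibition of lipid staining of at least 50% with the nuclear-stain viability signal not falling by more than 50%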;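 also: 0% = DMSO wells and 100% = triacsin C control wells; some results filed as inactive read as strong as hits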
H9c2 TAG inh DAPI viability = second read-out of H9c2 TAG inh, no call of its own (marks repeat the call); DAPI nuclei signal change (viability), lower = more cytotoxic, %;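 whole-well DAPI fluorescence read on a plate reader as a viability signal; minus 50 percent equals half of cells still viable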
An asterisk follows results filed as active.

SMILES	H9c2 TAG inh	H9c2 TAG inh DAPI viability
O=C(COC(=O)c1cccc(S(=O)(=O)N2CCCC2)c1)Nc1ccc(Cl)cc1	4	6
CC(C)(C)NS(=O)(=O)NC(=O)C1=C(N2CCCC2)COC1=O	20	-14
COc1ccccc1NS(=O)(=O)c1cccc(NC(=O)C2CC(=O)N(Cc3ccccc3)C2)c1 (stereo not given)	6	2
CC(C)C[C@@H](C(=O)O)N(Cc1cccc(CN([C@@H](CC(C)C)C(=O)O)S(C)(=O)=O)c1)S(C)(=O)=O	5	0
Cc1cccc(NC(=S)NC(NC(=O)c2ccco2)C(Cl)(Cl)Cl)c1 (stereo not given)	-18	11
Cc1cc(C(=O)CN2C(=O)C(=O)N(CC(C)C)C2=O)c(C)n1C1CC1	14	-10
Cc1ccc(CN2C(=O)[C@H]3Cc4c([nH]c5ccccc45)C(C)(C)N3C2=O)cc1	0	12
CCN1CCN(c2ccc(NC(=O)c3ccc(C#N)cc3F)cc2Cl)CC1	8	-2
CCCc1ccc(C(O)c2ncc(-c3ccccc3F)[nH]2)cc1 (stereo not given)	-23	-1
O=C1CC(c2cccc(Cl)c2)Cc2nc(N3CCN(c4ccccc4)CC3)ncc21 (stereo not given)	34	-15
Cc1ccc(C)n1NC(=O)c1ccc([N+](=O)[O-])cc1	7	-4
Cc1nnc(SCCCOc2ccccc2)nc1C	-10	1
COc1ccc(NC(=O)CN(C)C(=O)c2cc(-c3ccco3)nc3ccccc23)cc1	5	12
CC(c1ccccc1)C1C(C#N)=C(N)OC2=C1C(=O)CCC2 (stereo not given)	0	-6
CCc1csc(CCNC(=O)C2CCC(=O)N(CCc3cccc(F)c3)C2)n1 (stereo not given)	2	3
Cc1cccc(N2CCN(CC(O)COc3ccc4ccccc4c3)CC2)c1 (stereo not given)	-11	-1
Cc1ccc(C(=O)OCC(=O)NCCN2C(=O)CSC2=O)cc1[N+](=O)[O-]	4	-2
Cc1ccc(/C=N/NC(=O)Cc2cccn2C)cc1	0	-4
O=C(COC(=O)c1ccccc1NCc1ccco1)Nc1ccc2c(c1)OCO2	6	-1
CN1CCN2c3ncccc3Cc3ccccc3[C@@H]2C1	-3	7
COc1ccc(S(=O)(=O)N2CCCC(c3cc(C(=O)NCc4cccnc4)no3)C2)cc1 (stereo not given)	5	0
CCCNC(=O)C(Cc1ccccc1)NS(=O)(=O)c1ccc2c(c1)c(=O)n(C)c(=O)n2C (stereo not given)	9	-7
CCOC(=O)CC[C@H](NC(=O)Cn1cnc2c(NCc3ccccc3)ncnc21)C(=O)OCC	-26	-1
CCCCC1=CC2=CC(=O)C(C)(OC(=O)CC)C(=O)C2=CN1c1ccccc1 (stereo not given)	20	-3
CCCN(CC(=O)Nc1ccccc1OC)C(=O)c1cc(-c2cccs2)nn1-c1ccccc1	13	7
SMILES	H9c2 TAG inh	H9c2 TAG inh DAPI viability
Cc1ccccc1S(=O)(=O)Cc1ccc(C(=O)NCc2cccnc2)o1	1	11
CCOC(=O)C1=C(C)N(CCCC(=O)O)C(=O)NC1c1ccc2ccccc2c1 (stereo not given)	6	-4
CC(C)N1C(=O)c2ccc(C(=O)O)cc2C1=O	-1	7
CCN(CC(=O)NCc1ccc(F)cc1)C(=O)c1ccc2c(c1)OCO2	3	-2
CCc1ccccc1Oc1nc2cc(-c3cccc(OC)c3)sc2c(=O)n1C	2	-4
O=C(CCNS(=O)(=O)c1ccccc1)NCCSc1ccc(Br)cc1	-16	3
Cc1ccnc(N2CCN(C(=O)CSc3nc4ccccc4nc3N3CCC(C)CC3)CC2)c1	22	6
Cc1ccc(C2=NN3C(C(=O)c4ccccc4)Oc4ccccc4C3C2)cc1 (stereo not given)	-5	-1
CCC(=O)c1coc2ccc(O)cc12	-8	4
Cc1cccc(OCc2nnc(SCC(=O)Nc3ncc(C)s3)o2)c1	4	-5
O=C(c1ccccc1)C1CN(c2ccccc2)CC1c1ccc(Cl)cc1 (stereo not given)	19	-2
CCN(CC)c1ccc(C(=O)NNC(=O)CN2C(=O)NC(C)(c3ccccc3)C2=O)cc1 (stereo not given)	-2	2
COc1ccc(C2CC(c3ccccc3)=NN2C(=O)COC(=O)COc2ccccc2)cc1 (stereo not given)	-3	2
Cc1ccccc1N1CCN(S(=O)(=O)Cc2ccccc2)CC1	-3	11
Nc1nc(-c2cc(Cl)cc(Cl)c2OC(F)F)cs1	1	-1
CC(=O)Nc1ccc(CN2CCN(Cc3ccc(F)c(F)c3)C(CCO)C2)cc1 (stereo not given)	19	3
COc1cc2c(cc1OC)CN(C(=O)NS(=O)(=O)c1ccc(C)cc1)CC2	-8	8
N/C(=N\NS(=O)(=O)c1ccccc1)c1ccccn1	2	4
O=c1[nH]c2ccccc2[n+]([O-])c1-c1ccccc1	3	-2
CCOC(=O)CC1COCCN1Cc1cn(C)nc1-c1ccccc1F (stereo not given)	1	5
COC(=O)/C(=C\C(=O)c1ccccc1)Nc1ccc(OC)cc1	2	-5
CCN(CC)S(=O)(=O)c1ccc(N2CCCCC2)c(NC(=O)C2=COCCO2)c1	-9	4
Cc1nc2ccccc2n1C1CCN(C(=O)Nc2ccccc2)CC1	12	-8
COc1ccc(CC(=O)Nc2ccccc2C(=O)N2CCCC2)cc1	-9	-5
O=C(c1ccncc1)N1N=C2CCCCCC2C1(O)C(F)(F)F (stereo not given)	-1	-9

The list goes on; the last three above are carried over.
SMILES	H9c2 TAG inh	H9c2 TAG inh DAPI viability
Cc1nc2ccccc2n1C1CCN(C(=O)Nc2ccccc2)CC1	12	-8
COc1ccc(CC(=O)Nc2ccccc2C(=O)N2CCCC2)cc1	-9	-5
O=C(c1ccncc1)N1N=C2CCCCCC2C1(O)C(F)(F)F (stereo not given)	-1	-9
CCOc1ccccc1C(=O)OC(C)C(=O)Nc1ccc(S(=O)(=O)N2CCCC2)cc1 (stereo not given)	2	-4
CN(C)c1cccc(C(=O)NCc2ccccc2Cl)c1	-4	-8
O=C(Oc1cccc2c(O)cccc12)c1ccccc1	-21	1
COc1ccc(Cl)cc1NC(=O)CN(C)CC(=O)Nc1ccccc1-c1ccccc1	-2	5
CCCCCCOC(=O)C[N+](C)(C)CCOC1CC2CCC1(C)C2(C)C (stereo not given)	-8	-8
Cc1ccc(NC(=O)C(=O)NNC(=O)c2ccccc2C)cc1Cl	1	5
COc1ccc(N2CC(C(=O)N3CCC4(CC3)CC(=O)c3ccccc3O4)CC2=O)cc1 (stereo not given)	-3	-8
CCCCn1c(N)c(N(CC(C)C)C(=O)C2CC(=O)N(c3ccc(C)cc3)C2)c(=O)[nH]c1=O (stereo not given)	-1	-4
CCOC(=O)c1cc(-c2cc3ccccc3o2)nc2c1c(=O)[nH]c(=O)n2CCOC	12	132
Brc1ccc(C2=CSC3=NCCN23)cc1	5	3
Cc1ccc(C(=O)N2[C@@H]3CN(C)C(=O)[C@@]2(Cc2ccccc2)[C@H]2C(=O)N(C)C(=O)[C@@H]32)cc1	-5	-6
O=C(c1cccs1)N(Cc1ccc(F)cc1)C1CCS(=O)(=O)C1 (stereo not given)	16	-1
CSCCC(NS(=O)(=O)c1ccc(C)cc1)C(=O)N1CCN(S(=O)(=O)c2ccc(F)cc2)CC1 (stereo not given)	2	-1
COc1ccc(NC(=O)CCOc2cc(C)ccc2C)cc1S(=O)(=O)N1CCCCC1	-20	-1
O=C(Nc1ccccc1C(F)(F)F)c1cccnc1	-6	1
COc1ccc(NC(=O)C2Cc3c(-c4ccccc4Oc4ccccc4)ccnc3O2)cc1OC (stereo not given)	-19	1
CC(NC(=O)c1ccccc1NC(=O)CSc1nnnn1C)c1ccccc1 (stereo not given)	1	-11
Cc1ccc(C)c(-n2ccnc2SCC(=O)Nc2cccc(S(=O)(=O)NC3=NCCC3)c2)c1	-5	-1
O=C(COC(=O)Cc1c[nH]c2ccccc12)Nc1cccc(Br)c1	-24	15
CCCCn1c(=O)c(CCC(=O)OC(C)C(=O)Nc2cccc(Cl)c2Cl)nc2ccccc21 (stereo not given)	1	-6
COc1cc(/C=C2\SC(=O)N(CCNC(=O)c3c(C)noc3C)C2=O)cc(OC)c1OC	-20	6
CCOC(=O)c1[nH]c2ccc(Br)cc2c1NC(=O)CCN1CCN(C(=O)OCC)CC1	22	-12
Cc1ccc(Cl)cc1NC(=O)CN1C(=O)NC2(CCCCCC2)C1=O	-4	11
CCOC(=O)C(C)Sc1nnc(Cc2cc(=O)[nH]c(=O)[nH]2)n1-c1ccc(Cl)cc1 (stereo not given)	17	-13
COc1ccc(C(CNC(=O)C(=O)NC2CCCC2)N2CCN(C)CC2)cc1 (stereo not given)	-1	9

3 structures from above, ordered by heavy-atom count, highest first.
SMILES	H9c2 TAG inh	H9c2 TAG inh DAPI viability
CSCCC(NS(=O)(=O)c1ccc(C)cc1)C(=O)N1CCN(S(=O)(=O)c2ccc(F)cc2)CC1 (stereo not given)	2	-1
CCOC(=O)c1cc(-c2cc3ccccc3o2)nc2c1c(=O)[nH]c(=O)n2CCOC	12	132
CC(c1ccccc1)C1C(C#N)=C(N)OC2=C1C(=O)CCC2 (stereo not given)	0	-6

Part of the list above, with each value named.
COc1ccc(NC(=O)C2Cc3c(-c4ccccc4Oc4ccccc4)ccnc3O2)cc1OC (stereo not given)
  H9c2 TAG inh = -19 | H9c2 TAG inh DAPI viability = 1

CC(NC(=O)c1ccccc1NC(=O)CSc1nnnn1C)c1ccccc1 (stereo not given)
  H9c2 TAG inh = 1 | H9c2 TAG inh DAPI viability = -11

Cc1ccc(C)c(-n2ccnc2SCC(=O)Nc2cccc(S(=O)(=O)NC3=NCCC3)c2)c1
  H9c2 TAG inh = -5 | H9c2 TAG inh DAPI viability = -1

O=C(COC(=O)Cc1c[nH]c2ccccc12)Nc1cccc(Br)c1
  H9c2 TAG inh = -24 | H9c2 TAG inh DAPI viability = 15

Additional entries follow:
SMILES	H9c2 TAG inh	H9c2 TAG inh DAPI viability
COc1ccc2oc(C(=O)OCC(=O)NC3(C#N)CCCC3)c(C)c2c1	11	-16
N#Cc1ccccc1S(=O)(=O)N1CCN(C(=O)CCC2CCCC2)CC1	7	-5
Cc1ccc(Cl)c2c1NC(=O)C2(O)CC(=O)c1ccc(Br)cc1 (stereo not given)	4	-1
CC(C)n1nnc2ccccc2c1=O	-1	-1
O=C(COC(=O)c1ccc(Br)cc1)NCCN1C(=O)CSC1=O	-5	12
Cc1cc(C(=O)NCCCN2CCOCC2)n(-c2ccccc2)n1	-11	-5
Cc1ccccc1N(CC(N)=O)S(C)(=O)=O	-12	-9
CCOc1ccc(C(=O)N2CCn3c2nc2ccccc23)cc1	-12	16
CCC(C)NC(=O)Cn1c(=O)sc2ccccc21 (stereo not given)	-3	1
Cn1c(=O)cc(SCC(=O)NCC2CCCO2)c2ccc(Cl)cc21 (stereo not given)	23	-10
NS(=O)(=O)c1ccc(NC(=O)C2C3C=CC(C3)C2C(=O)O)cc1 (stereo not given)	13	-3
COc1ccc(-c2csc(NC(=O)CC(C)C)n2)cc1	65*	3.2*
COc1cccc(/C=N/Nc2nn3cnnc3c3ccccc23)c1O	-5	7
CC1Cc2ccccc2N1C(=O)COc1cccc(-n2cnnn2)c1 (stereo not given)	5	-4
CC(C)C(c1nnnn1Cc1cccs1)N1CCN(C(=O)c2ccco2)CC1 (stereo not given)	-1	-17
Cc1nonc1NC(=O)c1ccc(Cl)c(S(=O)(=O)N2CCCCC2)c1	7	-4
O=C(NCc1ccccc1)c1ccc2nnsc2c1	4	3
CCCN(CCC)S(=O)(=O)c1cc(Br)cc2c1N(C(=O)CC)CC2	-10	-11
CCOC(=O)C1CCCN(CC(=O)Nc2c(C(=O)OC)[nH]c3ccc(Br)cc23)C1 (stereo not given)	11	-9
COc1ccc(S(=O)(=O)N2CCc3ccccc32)cc1C(=O)NC1(C)CCS(=O)(=O)C1 (stereo not given)	25	0
CC(C)c1ccc(OCC(=O)NNC(=S)NC(=O)c2cccs2)c(Br)c1	2	-5
COC(=O)c1cc2cc(OC)ccc2n1C	0	-1
CCN(CC(=O)Nc1c(C(=O)OC)[nH]c2ccccc12)c1ccc2c(c1)OCO2	-39	-3
COC(=O)CCn1c(C)cc(C(=O)COc2ccccc2C(N)=O)c1C	-18	-4
Cc1cc(-c2ccccc2)nc(N(C)NC(=O)c2ccc(Cl)cc2)c1S(C)(=O)=O	17	-9
SMILES	H9c2 TAG inh	H9c2 TAG inh DAPI viability
CC(=O)N1CCN(C(=S)NC(=O)C23CC4CC(CC(C4)C2)C3)CC1	23	-15
COc1ccc(OCC(=O)N2CCN(c3cccc(Cl)c3)CC2)cc1	-12	-1
O=C(O)CCCCCCCCCCCNC(=O)NC12CC3CC(CC(C3)C1)C2	-14	3
CCOC(=O)c1c(C)[nH]c(C)c1C(=O)COC(=O)c1cccnc1Cl	-4	-7
CCN1C(=S)N[C@@H](c2ccccc2)C(C(=O)OC)=C1C	-17	-6
Cc1ccc(NC(=O)COC(=O)c2ccc(NC(=O)CC#N)cc2)cc1S(=O)(=O)N1CCOCC1	-3	5
COc1ccc(NS(=O)(=O)c2cccc(C(=O)N/N=C(\C)c3cccnc3)c2)cc1	3	-5
COc1ccc(S(=O)(=O)NC2CCCC2)cc1NC(C)=O	-16	0
Cc1ccc(N=C(NOC(=O)c2ccccc2)c2nonc2N)c(C)c1	-10	16
CCN(CC)S(=O)(=O)c1ccc2oc(C(=O)NCC3COc4ccccc4O3)c(C)c2c1 (stereo not given)	9	-13
C[C@@H]1CCCCO[C@@H](CN(C)Cc2ccccc2)[C@@H](C)CN([C@H](C)CO)C(=O)c2cc(N(C)C)ccc2O1	8	7
Cc1cc([N+](=O)[O-])ccc1NC(=O)c1ccc(NC(=O)C(C)C)cc1	-4	-2
CC1=C(C)C(=O)N(c2ccccn2)C1=O	-17	4
COc1ccc(NC(=O)C2CC(c3c(F)cccc3Cl)=NO2)cc1OC (stereo not given)	-11	-9
O=S(=O)(c1cccs1)N1CCC2(CC1)OCCO2	11	-8

High-throughput results (PubChem BioAssay)

These rows are one share of the data, so the mix of outcomes need not match the whole.
